# ULK1 inh: human ULK1 kinase inhibition, primary screen | O75385 | AlphaScreen Atg13 phosphorylation by ULK1, luminescence | inhibition, % at 5.96 µM | 30,000 tested, 1.9% active | AID 1259251; in the data active means inhibition above about 43%;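 further: 0% = median of compound wells and 100% = no enzyme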
# Target sequence (O75385 whole entry, looked up): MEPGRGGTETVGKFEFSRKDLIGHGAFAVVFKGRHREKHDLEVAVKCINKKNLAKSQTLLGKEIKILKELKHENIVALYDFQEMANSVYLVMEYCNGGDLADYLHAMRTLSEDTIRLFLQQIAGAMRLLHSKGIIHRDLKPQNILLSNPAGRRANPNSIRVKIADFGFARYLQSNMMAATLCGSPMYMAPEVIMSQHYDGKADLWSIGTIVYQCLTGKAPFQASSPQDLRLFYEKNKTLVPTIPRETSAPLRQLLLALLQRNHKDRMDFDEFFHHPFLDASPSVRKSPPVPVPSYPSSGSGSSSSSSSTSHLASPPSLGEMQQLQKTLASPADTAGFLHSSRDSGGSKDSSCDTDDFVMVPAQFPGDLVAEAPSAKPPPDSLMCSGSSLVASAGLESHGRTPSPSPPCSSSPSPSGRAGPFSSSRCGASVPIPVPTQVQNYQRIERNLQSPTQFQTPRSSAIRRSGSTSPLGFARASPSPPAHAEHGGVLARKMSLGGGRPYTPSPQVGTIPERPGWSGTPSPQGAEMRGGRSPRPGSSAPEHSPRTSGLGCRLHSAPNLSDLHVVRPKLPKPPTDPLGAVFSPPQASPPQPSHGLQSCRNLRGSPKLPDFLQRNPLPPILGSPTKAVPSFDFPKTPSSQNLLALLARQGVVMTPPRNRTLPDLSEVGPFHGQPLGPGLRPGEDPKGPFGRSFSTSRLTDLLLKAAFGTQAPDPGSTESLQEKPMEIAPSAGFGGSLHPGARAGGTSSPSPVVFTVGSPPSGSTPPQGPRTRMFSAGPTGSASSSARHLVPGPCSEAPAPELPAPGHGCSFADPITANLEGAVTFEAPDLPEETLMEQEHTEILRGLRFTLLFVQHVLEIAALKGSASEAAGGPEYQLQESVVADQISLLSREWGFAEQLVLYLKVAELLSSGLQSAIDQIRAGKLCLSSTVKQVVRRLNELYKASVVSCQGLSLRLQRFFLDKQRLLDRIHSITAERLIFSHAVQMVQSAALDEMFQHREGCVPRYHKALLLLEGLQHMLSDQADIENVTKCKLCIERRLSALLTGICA
# ASK1 primary: inhibitors of human ASK1 kinase; Q99683; AlphaScreen MKK6 phosphorylation by ASK1, luminescence; inhibition, % at 7.44 µM; 22,000 tested, 0.99% active; in the data active means inhibition above about 35%;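 further: 0% = median of compound wells and 100% = no enzyme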
# An asterisk follows results filed as active; / = no result given.
ULK1 inh	ASK1 primary	Structure
7	/	CCOc1c(C)cnc2c1c(=O)n(CC(=O)Nc1cc(C)cc(C)c1)c(=O)n2C
-26	10	COc1ccc(CCNc2nc(N3CCCC3CO)nc3c2ncn3-c2ccsc2)cc1 (stereo unspecified)
0	10	CC(=O)c1cccc(-c2nc(NCCc3ccc(O)cc3)c3ncn(C4CCCCC4)c3n2)c1
-6	-13	O=C(NCc1nc2ccccc2[nH]1)c1cc(N2CCc3ccccc3C2)nc2ccccc12
-12	-18	CC(C)N(CCNc1nc(N2CCc3ccccc3C2)nc2c1ncn2-c1ccsc1)C(C)C
-7	-2	CC(=O)Nc1ccc(Nc2cc(C)nc(N3CCCC3CO)n2)cc1 (stereo unspecified)
22	-3	Brc1cccc2cnc(Nc3ccc(-n4cnc(N5CCOCC5)n4)cc3)nc12
-9	6	COc1ccc(-c2cc(NCc3ccccc3)nc(N)n2)cn1
33	-10	Cc1noc(C)c1-c1nccc(N)n1
6	/	CCOc1ccc(-c2nnc3n(Cc4ccc(F)cc4)c4c(=O)n(C)c(=O)n(C)c4n23)cc1
-5	10	COc1ccc(-c2nc(NCCOc3ccccc3)c3ncn(-c4ccccc4)c3n2)cn1
-3	6	CC(=O)Nc1ccc(Nc2cc(C)nc(NCc3ccc4c(c3)OCO4)n2)cc1
-35	-9	CC(=O)Nc1ccc(-c2cc(NC(=O)C(O)c3ccc(Cl)cc3)cc3[nH]ncc23)cc1 (stereo unspecified)
0	3	CN(C)C(=O)CCSc1cc(-c2cn[nH]c2)ccc1NC(=O)NCc1ccccc1
12	2	COCCNC(=O)c1ccc2c(c1)CC(C(=O)Nc1ccc(-c3cn[nH]c3)cc1OCCN(C)C)CO2 (stereo unspecified)
-1	-12	CC(C)n1cnc2c(NCCCN3CCCC3=O)nc(Nc3ccnn3C)nc21
-6	2	CCN(CC)c1nc(NCc2ccccc2)nc(N2CCN(Cc3ccc4c(c3)OCO4)CC2)n1
-31	10	CC(=O)Nc1ccc(Nc2nc(Nc3ccc4ncccc4c3)nc3c2ncn3Cc2ccc(C(F)(F)F)cc2)cc1
7	-5	c1ccc(CNc2ncnc3nc(Nc4nccc5ccccc45)[nH]c23)cc1
-3	1	COc1cccc(CNC(=O)Nc2ccc(-c3ccnc(N)c3)cc2)c1
7	/	CCCCOc1ccc(C(=O)CCN2CCCCC2)cc1
6	/	CCOC(=O)N1CCN(c2[nH]c(=O)n(C)c(=O)c2Cc2ccc(F)cc2F)CC1
2	-20	O=C(NC1CCN(Cc2ccccc2)CC1)c1csc(Nc2ccncn2)n1
-12	1	Fc1ccc2c(c1)CC(c1nc3ccc(-c4ccncc4)cc3s1)CO2 (stereo unspecified)
-15	2	OCC1CCCN1c1nc(NC2CCN(Cc3ccccc3)CC2)c2ncn(Cc3ccc(C(F)(F)F)cc3)c2n1 (stereo unspecified)
-13	14	Cc1cnc(N2CCOCC2)nc1Nc1ccc(Oc2ccccc2)cc1
49*	-27	CCCNc1nc(Nc2ccc3ncccc3c2)nc2nc[nH]c12
4	-12	CC(=O)c1cccc(-c2nc(C)cc(NCCN3CCOCC3)n2)c1
4	/	COC(=O)C(C)Sc1nc2c(c(=O)n(C)c(=O)n2C)n1Cc1ccccc1 (stereo unspecified)
-8	-29	c1ccc2c(Nc3nccc(NCCN4CCOCC4)n3)nccc2c1
10	4	NC(=O)c1csc(N2CCCC2CO)n1 (stereo unspecified)
-33	-13	O=C(NCCCN1CCOCC1)c1cccc(-n2ncc3cc(Nc4c(Cl)cccc4Cl)ccc32)c1F
18	16	O=C(Cc1cn(-c2ccc(Oc3ccccc3)nn2)c2ccccc12)NCc1ccccc1
5	2	O=C(NC1CC1)c1cccc(-c2cccs2)n1
-4	-15	COc1ccc(CNc2nc(-c3ccccc3)nc3nc[nH]c23)cc1
-6	2	Cc1cnc(-c2ccc(N3CCN(C)CC3)cc2)nc1NCCc1ccc(O)cc1
-11	1	Nc1nc(Nc2ccc3ncccc3c2)nc2c1ncn2Cc1ccc(C(F)(F)F)cc1
4	7	CC(=O)Nc1ccc(NC(=O)c2ccc3nc(NCc4ccc5c(c4)OCO5)sc3c2)cc1
-15	-8	O=C(NC1CC1)c1ccc(-c2cccc(C(=O)NCc3ccccc3)n2)cc1
4	-9	COc1nc(Nc2cc(OC)c(OC)c(OC)c2)nc(-c2ccc(C(=O)N3CCN(C)CC3)cc2)n1
0	-12	CCNc1ncc(C)c(NCc2ccccc2)n1
-1	9	C[C@H](O)CNC(=O)c1cccnc1Nc1ccc2[nH]ncc2c1
3	/	COc1ccc(Nc2cc(-c3ccc(F)cc3)nc(C)n2)cc1
28	8	CC(C)n1cnc2c(NCc3nc4ccccc4[nH]3)nc(Nc3ccc(-n4ccnc4)cc3)nc21
-9	3	CC(C)n1c(N2CCN(Cc3ccc4c(c3)OCO4)CC2)nc2c(NCc3ccccc3)ncnc21
-2	/	C[C@]12C=CC(=O)C=C1CCC1C2[C@@H](O)C[C@@]2(C)C1CC[C@]2(O)C(=O)COP(=O)(O)O (stereo partly specified)
53*	38*	COc1cc(N2CCN(C)CC2)ccc1Nc1cc(Nc2ccccc2-c2ncccn2)c(C(F)(F)F)cn1
-8	/	COc1cccc(C(=O)c2oc3ccc(N)cc3c2C)c1
-2	6	CCCNc1nc(Nc2nc3ccccc3n2C)nc2nc[nH]c12
6	4	COc1cc(NC(=O)c2cnc(-c3ccc(N4CCN(C)CC4)cc3)s2)cc(OC)c1OC

# Later entries:
ULK1 inh	ASK1 primary	Structure
8	/	CC(NC(=O)Cc1csc(NC(=O)C2CC2)n1)c1ccccc1 (stereo unspecified)
-2	11	CN1CCN(c2ncn(-c3ccc(Nc4nccc(-c5cc(C#N)cc(N(C)C)c5)n4)cc3)n2)CC1
10	/	CC(=O)CC(c1ccccc1)S(=O)(=O)c1ccc(Br)cc1 (stereo unspecified)
-7	-3	O=C(NCc1cccnc1)c1cccc(-c2csc3ccccc23)n1
0	-5	CCN(CC)C(=O)C1CCCN(c2ncc(C(=O)NCc3cccnc3)s2)C1 (stereo unspecified)
-4	/	O=C(NCCS(=O)(=O)N1CCN(c2cccc(Cl)c2)CC1)C1CCCCC1
-10	-4	c1ccc2c(-c3cc(NCCN4CCOCC4)ncn3)csc2c1
29	-9	O=C(NC1CC1)c1ccc(-c2nccc(Nc3ccc(N4CCOCC4)cc3)n2)cc1
7	-14	CC(=O)Nc1ccc(Nc2ncnc3c2nc(N2CCCC2CO)n3C(C)C)cc1 (stereo unspecified)
-10	3	O=C(NCCOc1ccccc1)c1cc(NC2CCN(Cc3ccccc3)CC2)nc2ccccc12
-13	3	COc1cc2nc(-c3c(C)noc3C)nc(NCc3ccccc3)c2cc1OC
-2	-10	Cc1noc(C)c1-c1cncc(C(=O)NC2CCN(Cc3ccccc3)CC2)c1
6	/	COc1ccc2c(c1)C(=O)N(CCc1ccc(S(=O)(=O)NC(=O)NC3CCCCC3)cc1)C(=O)C2(C)C
-13	/	NC(=O)N1c2ccccc2C=Cc2ccccc21
8	/	O=C(N/N=C/c1ccccc1C(=O)O)c1ccncc1
-1	/	COc1ccc(-c2cnc(N3CCc4ccccc4C3)nc2)cc1
-4	/	Cc1[nH]c2ccc(F)cc2c1CC(=O)O
-3	-14	O=C(NC1CCN(Cc2ccccc2)CC1)c1ccnc(N2CCN(Cc3ccc4c(c3)OCO4)CC2)c1
-6	3	N[C@H](Cc1ccc(Cl)cc1)c1nc2ncc(-c3ccncc3)cc2[nH]1
-38	28	CNC(=O)c1ccccc1Nc1cc(Nc2ccc3[nH]cc(C4=CCNCC4)c3c2)ncc1C(F)(F)F
-3	1	COc1ccc(CCNc2ncnc3nc(Nc4cnccn4)[nH]c23)cc1
-15	8	O=C(Cc1cccc(F)c1)Nc1cnn(-c2cccc(C(=O)Nc3ccc(N4CCOCC4)cc3)c2)c1
-6	-2	CCCNC(=O)c1cccc(Nc2nc3ccccc3n2C)n1
0	-21	NC(=O)c1ccc(-c2cc(C(=O)NC3CCN(Cc4ccccc4)CC3)ccn2)cc1
4	10	Cc1noc(C)c1-c1cc(NCc2nc3ccccc3[nH]2)nc(N)n1
3	/	C[C@@H]1O[C@@H](OC[C@H]2OC(Oc3c(-c4ccc(OCCO)c(OCCO)c4)oc4cc(OCCO)cc(O)c4c3=O)[C@H](O)[C@@H](O)[C@@H]2O)[C@H](O)[C@H](O)[C@H]1O (stereo partly specified)
1	0	COc1ccc(CCNC(=O)c2cnc(Br)s2)cc1
13	4	COc1cc(NC(=O)Cc2cn(-c3ccc(N4CCc5ccccc5C4)nn3)c3ccccc23)cc(OC)c1OC
3	3	CCCNc1ccnc(N2CCOCC2)n1
-17	0	CC(C)n1cnc2c(NCCOc3ccccc3)nc(-c3ccc(C(=O)NC4CC4)cc3)nc21
-19	14	O=C(Nc1ccccc1)Nc1cnn(-c2ccc3c(c2)C(O)CCC3)c1 (stereo unspecified)
79*	-2	CC(=O)Nc1ccc(Nc2cc(Nc3ccncc3)ncn2)cc1
0	1	O=C(NC1CCN(Cc2ccccc2)CC1)c1csc(Nc2ccc3ncccc3c2)n1
5	/	O=C(O)C1CCN(c2ncc(-c3ccc(Cl)cc3)cn2)CC1
0	14	Cc1ncn(-c2ccc(Nc3ncc4cccc(-c5cncc(C(=O)N6CCOCC6)c5)c4n3)cc2)n1
-9	/	COc1ccc(N2C(=O)CC(N3CCc4ccccc43)C2=O)cc1 (stereo unspecified)
5	-12	CC(C)n1cnc2c(Nc3ccccc3)nc(-c3ccccc3)nc21
9	/	Cc1ccc(S(=O)(=O)CCOCCOCCOS(=O)(=O)c2ccc(C)cc2)cc1
13	14	Cn1nccc1Nc1ncc(C(=O)Nc2ccc3c(c2)OCO3)s1
0	/	Cc1cc(C(=O)N2CCCC2)ccc1[N+](=O)[O-]
0	/	Cc1ccc(OCC(=O)Nc2ccc3c(c2)N(CC(C)C)C(=O)C(C)(C)CO3)cc1
-2	0	O=C(NC1CC1)c1ccc(-c2ccc(C(=O)NC3CC3)s2)cc1
3	/	CN1C(=O)CC[C@H]1c1cccnc1
7	/	Cc1cc(C)cc(C(=O)Nc2cc(C)nn2-c2ncnc3c2cnn3-c2ccccc2)c1
3	/	Cc1cccc(C(=O)Nc2cc(C)nn2-c2nc(C)cc(=O)[nH]2)c1
-12	3	CCN(CC)C(=O)C1CCCN(c2cc(C(=O)NC3CC3)ccn2)C1 (stereo unspecified)
-1	-27	CC(C)n1c(-c2ccc(C(=O)N3CCN(C)CC3)cc2)nc2c(NCCO)ncnc21
8	/	O=C(O)COCCN1CCN([C@H](c2ccccc2)c2ccc(Cl)cc2)CC1
4	-8	Nc1nc(NCCOc2ccccc2)cc(Nc2ncccn2)n1
4	/	O=C(NC(=S)NNS(=O)(=O)c1ccccc1)c1ccc([N+](=O)[O-])cc1

# 15 structures out of the list, arranged by length of the SMILES, smallest number first.
ULK1 inh	ASK1 primary	Structure
-13	/	NC(=O)N1c2ccccc2C=Cc2ccccc21
5	2	O=C(NC1CC1)c1cccc(-c2cccs2)n1
-6	-2	CCCNC(=O)c1cccc(Nc2nc3ccccc3n2C)n1
-10	-4	c1ccc2c(-c3cc(NCCN4CCOCC4)ncn3)csc2c1
-9	/	COc1ccc(N2C(=O)CC(N3CCc4ccccc43)C2=O)cc1 (stereo unspecified)
-3	1	COc1ccc(CCNc2ncnc3nc(Nc4cnccn4)[nH]c23)cc1
4	10	Cc1noc(C)c1-c1cc(NCc2nc3ccccc3[nH]2)nc(N)n1
-19	14	O=C(Nc1ccccc1)Nc1cnn(-c2ccc3c(c2)C(O)CCC3)c1 (stereo unspecified)
22	-3	Brc1cccc2cnc(Nc3ccc(-n4cnc(N5CCOCC5)n4)cc3)nc12
-3	6	CC(=O)Nc1ccc(Nc2cc(C)nc(NCc3ccc4c(c3)OCO4)n2)cc1
9	/	Cc1ccc(S(=O)(=O)CCOCCOCCOS(=O)(=O)c2ccc(C)cc2)cc1
0	-21	NC(=O)c1ccc(-c2cc(C(=O)NC3CCN(Cc4ccccc4)CC3)ccn2)cc1
-10	3	O=C(NCCOc1ccccc1)c1cc(NC2CCN(Cc3ccccc3)CC2)nc2ccccc12
0	/	Cc1ccc(OCC(=O)Nc2ccc3c(c2)N(CC(C)C)C(=O)C(C)(C)CO3)cc1
-2	11	CN1CCN(c2ncn(-c3ccc(Nc4nccc(-c5cc(C#N)cc(N(C)C)c5)n4)cc3)n2)CC1

# (more compounds)
ULK1 inh	ASK1 primary	Structure
45*	/	N#C/C(=C\c1cccc([N+](=O)[O-])c1)C(=O)Nc1ccc([N+](=O)[O-])cc1Br
-10	0	COc1ccc(CCNC(=O)c2ccc(-c3ccc(C(=O)N4CCN(C)CC4)cc3)s2)cc1
5	7	COc1ccc(-c2ncc(C(N)=O)s2)cc1
32	/	O=C1c2ccccc2C(=O)c2c1ccc(O)c2O
-2	26	c1ccc(Nc2nccc(Nc3ccc4c(c3)OCO4)n2)cc1
-21	-9	c1ccc(OCCNc2nc(N3CCOCC3)nc3c2ncn3-c2ccsc2)cc1
-32	3	Cc1cccc(Nc2ccc3c(cnn3-c3cccc(C(=O)NCCN4CCOCC4)c3)c2)c1
-3	1	O=C1CCCN1CCCNc1nc(Nc2ccc(N3CCOCC3)cc2)c2ncn(C3CCCCC3)c2n1
-3	-15	CCN(CC)c1nc(N)nc(Nc2nccc3ccccc23)n1
-7	-3	COc1cc(NC(=O)c2cccc(-n3cc(NC(=O)CN4CCOCC4)cn3)c2)cc(OC)c1OC
-10	/	CO[C@H]1CC(O[C@@H]2/C(C)=C/C[C@@H]3C[C@@H](C[C@]4(CC[C@H](C)[C@@H](C5CCCCC5)O4)O3)OC(=O)[C@@H]3C=C(C)/C(=N/O)[C@H]4OC/C(=C\C=C\[C@@H]2C)[C@]43O)O[C@@H](C)C1O (stereo partly specified)
-1	2	Cc1noc(C)c1-c1nc(Nc2ccccc2)c2[nH]cnc2n1
4	4	CN(C)CCOc1cc(-c2cn[nH]c2)ccc1C(=O)NCc1cccs1

# Assay outcomes from PubChem BioAssay.
